GLD-1 TGE inh = GLD-1-TGE RNA interaction inhibition (C. elegans); Q17339; purified GLD-1 + fluorescein TGE RNA, fluorescence polarization; inhibition, % at 5.96 µM; 320,000 compounds, 0.44% hits; AID 2280;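 active means percent inhibition above a per-plate cutoff, the plate mean of test compounds plus 3 SD, cut at about 30% in these data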;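 further: 0% = DMSO wells with GLD-1 and probe and 100% = wells lacking GLD-1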
Fam108B counter = Fam108B inhibition, counter-screen for RBBP9 inhibitors; recombinant Fam108B, FP-Rh probe fluorescence polarization; inhibition, % at 9.51 µM; AID 1947; 300,000 compounds, 0.33% hits;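 active means inhibition above the screen mean inhibition plus 3 SD, computed separately per campaign, cut at about 18% in these data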;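 further: inhibitors lower polarization as less probe binds the enzyme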
Efflux pump inh = inhibitors of Candida antifungal efflux pumps expressed in yeast; S. cerevisiae Candida pump triplex, Nile Red efflux; AID 485275; inhibition, % at 10 µM; 330,000 compounds, 0.44% hits;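 active means plate passing quality check with inhibition over a set limit, or well fluorescence over plate mean plus 4 SD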;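 further: Nile Red retained in pooled yeast measured as flow cytometry median fluorescence; 0% = buffer negative control and 100% = Enniatin B positive control; higher means more Nile Red kept so more efflux inhibition; some compounds called inactive have numbers as strong as hits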
ZTA DNA inh = ZTA (EBV) inhibition in EBNA-1 counter-screen; AID 2234; inhibition, % at 11 µM; P03206; ZTA-DNA binding, fluorescence polarization; 320,000 compounds, 0.15% hits; in the data active means inhibition above about 33%
Target sequence (P03206 whole entry, looked up): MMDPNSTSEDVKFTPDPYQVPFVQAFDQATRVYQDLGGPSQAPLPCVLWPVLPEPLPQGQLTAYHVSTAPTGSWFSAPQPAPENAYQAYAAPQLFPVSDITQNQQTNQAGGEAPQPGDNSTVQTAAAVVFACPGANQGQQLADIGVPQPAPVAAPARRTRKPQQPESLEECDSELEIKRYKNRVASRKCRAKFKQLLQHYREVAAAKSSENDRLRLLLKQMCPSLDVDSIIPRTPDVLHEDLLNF
Bcl-xL primary = Bcl-xL (human) inhibition. GST-Bcl-xL / FITC-Bim BH3 peptide fluorescence polarization. 320,000 compounds, 0.7% hits. inhibition, % at 10.9 µM. Q07817;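 active means inhibition above the mean of all tested compounds plus 3 SD, cutoff set per campaign, cut at about 30% in these data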;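 further: 0% = DMSO wells and 100% = unlabeled Bim-BH3 peptide competitor; inhibitors lower millipolarization by displacing the labeled peptide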
MCL1 BIM primary = MCL1-BIM-BH3 interaction inhibition (human); GST-MCL1 / FITC-Bim-BH3 fluorescence polarization; inhibition, % at 10.9 µM; 320,000 compounds, 0.68% hits; AID 2057;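 active means inhibition above the mean inhibition of all tested compounds plus 3 SD, set per campaign, cut at about 40% in these data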;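 further: 0% = DMSO wells and 100% = unlabeled Bim-BH3 peptide control; higher means more loss of mP so more displacement of Bim peptide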
Target sequence (Q07820 whole entry, looked up): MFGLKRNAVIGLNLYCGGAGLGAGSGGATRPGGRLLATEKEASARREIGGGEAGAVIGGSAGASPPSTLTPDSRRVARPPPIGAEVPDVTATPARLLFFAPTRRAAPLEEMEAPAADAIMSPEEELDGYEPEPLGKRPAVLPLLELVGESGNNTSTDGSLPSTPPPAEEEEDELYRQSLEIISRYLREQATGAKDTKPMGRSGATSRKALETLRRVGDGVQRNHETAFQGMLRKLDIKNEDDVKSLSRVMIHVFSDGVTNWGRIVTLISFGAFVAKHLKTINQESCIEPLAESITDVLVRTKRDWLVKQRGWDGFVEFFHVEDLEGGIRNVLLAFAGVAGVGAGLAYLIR
EBNA-1 inhibitor = blocks EBNA-1 binding to DNA | EBNA-1 DNA binding, fluorescence polarization | inhibition, % at 14.8 µM | 300,000 compounds, 0.34% hits; in the data active means inhibition above about 28%
CR mimetic SO = caloric restriction mimetics inhibiting age-related superoxide in yeast; S. cerevisiae aged cells, superoxide DHE fluorescence; hits give low values; superoxide response (% of plate mean), % at 10 µM; 330,000 compounds, 0.18% hits;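 active means superoxide response under a set limit, about three screen SD below normal, cut at about 65% in these data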;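 further: yeast aged for seven days with compound at 30 °C before DHE staining; 100% = average MFI of all compound-treated wells on the plate with controls excluded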
MEX-5 binding = C. elegans MEX-5 TCR-2 RNA binding activity; Q9XUB2; 300,000 compounds, 0.38% hits; activity score (negative = inhibition of binding), % at 10 µM; AID 1832; MEX-5/FITC-TCR2 RNA binding, fluorescence polarization; hits give low values;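 active means inhibition past about -25% in most replicates, and total fluorescence under double the plate's negative control median, limit read from the data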;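 further: 0% = DMSO and -100% = 5 µM competing unlabeled TCR2 RNA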
Target sequence (Q9XUB2 whole entry, looked up): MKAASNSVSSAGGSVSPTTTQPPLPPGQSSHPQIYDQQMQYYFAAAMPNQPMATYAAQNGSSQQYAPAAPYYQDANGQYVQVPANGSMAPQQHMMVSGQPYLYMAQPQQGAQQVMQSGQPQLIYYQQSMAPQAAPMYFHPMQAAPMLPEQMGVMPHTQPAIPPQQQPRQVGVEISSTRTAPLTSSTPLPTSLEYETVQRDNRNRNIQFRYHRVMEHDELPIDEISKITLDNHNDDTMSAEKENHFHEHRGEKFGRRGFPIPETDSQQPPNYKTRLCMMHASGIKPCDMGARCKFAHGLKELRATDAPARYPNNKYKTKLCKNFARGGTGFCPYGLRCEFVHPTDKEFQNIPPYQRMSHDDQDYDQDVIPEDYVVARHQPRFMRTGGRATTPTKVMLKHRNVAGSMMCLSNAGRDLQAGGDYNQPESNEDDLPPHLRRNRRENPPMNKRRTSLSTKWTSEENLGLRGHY
Numbers without * were called inactive.

What do the screens show for `CCOC(=O)CNC(=O)CSc1nnc(COc2ccc(Cl)cc2)n1CC`?
GLD-1 TGE inh: 2; Fam108B counter: 3; Efflux pump inh: 0.1; ZTA DNA inh: 2; Bcl-xL primary: -12; MCL1 BIM primary: -3; EBNA-1 inhibitor: -4; CR mimetic SO: 100; MEX-5 binding: -3.9

Results for COc1cccc(C(Nc2ccccn2)c2oc(CO)cc(=O)c2O)c1 (centres undefined) ?
GLD-1 TGE inh: -1; Fam108B counter: 8; Efflux pump inh: -0.2; ZTA DNA inh: 13; Bcl-xL primary: 13; MCL1 BIM primary: 26; EBNA-1 inhibitor: -5; CR mimetic SO: 101; MEX-5 binding: -1.4

Results for O=C(COC(=O)C1CCCN1C(=O)C12CC3CC(CC(C3)C1)C2)c1ccc(Br)cc1 (centres undefined) ?
GLD-1 TGE inh: 1; Fam108B counter: -1; Efflux pump inh: 0.0; ZTA DNA inh: -1; Bcl-xL primary: 4; MCL1 BIM primary: 2; EBNA-1 inhibitor: 0; CR mimetic SO: 122; MEX-5 binding: 3.3

What do the screens show for `CSc1cccc(CN2CCCC(CNC(=O)c3ccc(F)cc3)C2)c1` (centres undefined)?
GLD-1 TGE inh: 0; Fam108B counter: 1; Efflux pump inh: -0.1; ZTA DNA inh: -13; Bcl-xL primary: 2; MCL1 BIM primary: 2; EBNA-1 inhibitor: -1; CR mimetic SO: 93; MEX-5 binding: -1.0

How did CCC(C)n1c(=S)[nH]c2c(sc3ccc([N+](=O)[O-])cc32)c1=O (centres undefined) do in these assays?
GLD-1 TGE inh: 4; Fam108B counter: 6; Efflux pump inh: -0.1; ZTA DNA inh: -4; Bcl-xL primary: 10; MCL1 BIM primary: 2; EBNA-1 inhibitor: -3; CR mimetic SO: 111; MEX-5 binding: 0.4

Results for O=C(c1ccc(Cl)c(NC2=NC3CS(=O)(=O)CC3S2)c1)N1CCN(c2ccc(F)cc2)CC1 (centres undefined) ?
GLD-1 TGE inh: -4; Fam108B counter: -1; Efflux pump inh: 0.1; ZTA DNA inh: -4; Bcl-xL primary: 2; MCL1 BIM primary: -1; EBNA-1 inhibitor: -15; CR mimetic SO: 117; MEX-5 binding: -3.4

Results for Cc1ccc(NC(=O)Cc2n[nH]c(=S)n2C)cc1 ?
GLD-1 TGE inh: 2; Fam108B counter: -1; Efflux pump inh: -0.1; ZTA DNA inh: 8; Bcl-xL primary: -7; MCL1 BIM primary: -4; EBNA-1 inhibitor: 9; CR mimetic SO: 97; MEX-5 binding: 3.6

Results for Cn1c(COc2ccccc2)nnc1SCC(=O)NC1CCCC1 ?
GLD-1 TGE inh: -2; Fam108B counter: -3; Efflux pump inh: 0.2; ZTA DNA inh: 1; Bcl-xL primary: 5; MCL1 BIM primary: 6; EBNA-1 inhibitor: 5; CR mimetic SO: 94; MEX-5 binding: 2.8

How did O=C(NC1CCCN(c2ccc(C(F)(F)F)cn2)C1)c1ccncc1 (centres undefined) do in these assays?
GLD-1 TGE inh: 5; Fam108B counter: 1; Efflux pump inh: 0.0; ZTA DNA inh: -6; Bcl-xL primary: -3; MCL1 BIM primary: 0; EBNA-1 inhibitor: 2; CR mimetic SO: 86; MEX-5 binding: 0.0

Results for O=C(O)CSc1ncnc2c1sc1nc(-c3ccccc3)c3c(c12)CCC3 ?
GLD-1 TGE inh: 4; Fam108B counter: -1; Efflux pump inh: -0.2; ZTA DNA inh: 12; Bcl-xL primary: 9; MCL1 BIM primary: 3; EBNA-1 inhibitor: 8; CR mimetic SO: 127; MEX-5 binding: -1.1

Results for O=C(Nc1cc(C(F)(F)F)ccc1N1CCCCC1)c1ccco1 ?
GLD-1 TGE inh: -1; Fam108B counter: 4; Efflux pump inh: -0.2; ZTA DNA inh: 4; Bcl-xL primary: 0; MCL1 BIM primary: -2; EBNA-1 inhibitor: 2; CR mimetic SO: 98; MEX-5 binding: 1.0

Results for Cc1ccccc1NC(=S)N1CCOCC1 ?
GLD-1 TGE inh: 3; Fam108B counter: -3; Efflux pump inh: 0.0; ZTA DNA inh: 0; Bcl-xL primary: 7; MCL1 BIM primary: 9; EBNA-1 inhibitor: 8; CR mimetic SO: 80; MEX-5 binding: -0.8

How did Cc1cc(C)cc(-n2c(N)c(C(=O)Nc3c(C)n(C)n(-c4ccccc4)c3=O)c3nc4ccccc4nc32)c1 do in these assays?
GLD-1 TGE inh: 7; Fam108B counter: 0; Efflux pump inh: 0.5; ZTA DNA inh: 3; Bcl-xL primary: 32*; MCL1 BIM primary: 0; EBNA-1 inhibitor: 2; CR mimetic SO: 96; MEX-5 binding: 1.1

Results for COCC(C)n1c(C)cc(C(=O)COC(=O)C2=NN(c3ccccc3)C(=O)CC2)c1C (centres undefined) ?
GLD-1 TGE inh: -3; Fam108B counter: -1; Efflux pump inh: 0.2; ZTA DNA inh: 17; Bcl-xL primary: 2; MCL1 BIM primary: 4; EBNA-1 inhibitor: 13; CR mimetic SO: 104; MEX-5 binding: 0.1

How did Cn1c(=O)n(C)c2cc(NC(=O)COc3ccccc3)ccc21 do in these assays?
GLD-1 TGE inh: 5; Fam108B counter: 4; Efflux pump inh: 0.2; ZTA DNA inh: 2; Bcl-xL primary: 1; MCL1 BIM primary: -4; EBNA-1 inhibitor: -3; CR mimetic SO: 95; MEX-5 binding: 2.2

What do the screens show for `COc1cc(-c2nc(S(=O)(=O)c3ccc(C)cc3)c(N3CCOCC3)o2)cc(OC)c1OC`?
GLD-1 TGE inh: -2; Fam108B counter: 5; Efflux pump inh: -0.4; ZTA DNA inh: 1; Bcl-xL primary: 1; MCL1 BIM primary: 11; EBNA-1 inhibitor: 3; CR mimetic SO: 87; MEX-5 binding: 0.4

What do the screens show for `Cc1c(C)n2c(SCC(=O)N3CCCCCC3)nnc2[nH]c1=O`?
GLD-1 TGE inh: -4; Fam108B counter: 3; Efflux pump inh: -0.2; ZTA DNA inh: -22; Bcl-xL primary: 7; MCL1 BIM primary: 8; EBNA-1 inhibitor: 5; CR mimetic SO: 89; MEX-5 binding: -1.3

What do the screens show for `CSc1nc(-c2ccc(C)cc2)nc(C(Cl)Cl)n1`?
GLD-1 TGE inh: 8; Fam108B counter: 6; Efflux pump inh: 0.2; ZTA DNA inh: 8; Bcl-xL primary: 6; MCL1 BIM primary: 5; EBNA-1 inhibitor: -2; CR mimetic SO: 101; MEX-5 binding: 0.4

Results for Cc1ccc(NC(=O)CSc2ccc(C(N)=O)cc2[N+](=O)[O-])cc1C ?
GLD-1 TGE inh: -8; Fam108B counter: -4; Efflux pump inh: -0.3; ZTA DNA inh: 1; Bcl-xL primary: -5; MCL1 BIM primary: -1; EBNA-1 inhibitor: 6; CR mimetic SO: 94; MEX-5 binding: 0.5

How did CCCc1cc(=O)oc2c(C)c(OCC(=O)NCc3ccccn3)ccc12 do in these assays?
GLD-1 TGE inh: -3; Fam108B counter: 0; Efflux pump inh: 0.0; ZTA DNA inh: -4; Bcl-xL primary: 1; MCL1 BIM primary: 6; EBNA-1 inhibitor: 1; CR mimetic SO: 94; MEX-5 binding: -0.1

How did CC(C)C(=O)Nc1sc2c(c1-c1nc3ccccc3[nH]1)CCCC2 do in these assays?
GLD-1 TGE inh: -17; Fam108B counter: 2; Efflux pump inh: -0.1; ZTA DNA inh: -11; Bcl-xL primary: 3; MCL1 BIM primary: 7; EBNA-1 inhibitor: 8; CR mimetic SO: 103; MEX-5 binding: -3.2

What do the screens show for `CCCOc1ccc(N/C=C/C(=O)c2cc(OC)c(OC)c(OC)c2)cc1`?
GLD-1 TGE inh: -15; Fam108B counter: 1; Efflux pump inh: 0.1; ZTA DNA inh: -8; Bcl-xL primary: -5; MCL1 BIM primary: 12; EBNA-1 inhibitor: 4; CR mimetic SO: 108; MEX-5 binding: 1.0

Results for CCNC(=S)NNC(=O)c1ccccc1OC(F)F ?
GLD-1 TGE inh: 2; Fam108B counter: -4; Efflux pump inh: -0.1; ZTA DNA inh: -14; Bcl-xL primary: 5; MCL1 BIM primary: 4; EBNA-1 inhibitor: -8; CR mimetic SO: 90; MEX-5 binding: -1.1

How did C=CCNc1ncnc2sc(SC)nc12 do in these assays?
GLD-1 TGE inh: 0; Fam108B counter: 1; Efflux pump inh: 0.2; ZTA DNA inh: -17; Bcl-xL primary: 1; MCL1 BIM primary: 7; EBNA-1 inhibitor: -3; CR mimetic SO: 99; MEX-5 binding: -1.4

How did O=C(OCC(=O)N1CCN(c2ccccc2)CC1)c1cccc([N+](=O)[O-])c1 do in these assays?
GLD-1 TGE inh: -3; Fam108B counter: -1; Efflux pump inh: -0.1; ZTA DNA inh: -13; Bcl-xL primary: 5; MCL1 BIM primary: 2; EBNA-1 inhibitor: 3; CR mimetic SO: 100; MEX-5 binding: -0.8

What do the screens show for `CC1(C)NC(=O)N(CC(=O)N2CCN(c3cccc(Cl)c3)CC2)C1=O`?
GLD-1 TGE inh: 5; Efflux pump inh: -0.1; ZTA DNA inh: 11; Bcl-xL primary: 0; MCL1 BIM primary: -4; CR mimetic SO: 87

How did CC(C)c1cccc(C(C)C)c1OC(=O)[C@H]1OC(c2ccc(Br)cc2)=C[C@@H]1c1ccc(Br)cc1 do in these assays?
GLD-1 TGE inh: -2; Efflux pump inh: 0.8*; ZTA DNA inh: -4; Bcl-xL primary: -3; MCL1 BIM primary: 1; CR mimetic SO: 97

How did CCNc1sc(S(C)(=O)=O)nc1S(=O)(=O)c1ccc(Cl)cc1 do in these assays?
GLD-1 TGE inh: 0; Fam108B counter: 2; Efflux pump inh: 0.1; ZTA DNA inh: 9; Bcl-xL primary: 4; MCL1 BIM primary: 3; EBNA-1 inhibitor: -1; CR mimetic SO: 68; MEX-5 binding: 0.9

What do the screens show for `C=CCSc1nc(C)cc(C(=O)OCC)c1C#N`?
GLD-1 TGE inh: -4; Fam108B counter: -1; Efflux pump inh: 0.1; ZTA DNA inh: 3; Bcl-xL primary: 0; MCL1 BIM primary: 3; EBNA-1 inhibitor: -5; CR mimetic SO: 111; MEX-5 binding: -1.7

Results for COc1cc(/C=N/Nc2nc(Nc3ccccc3)nc(N3CCCCC3)n2)ccc1OCC(=O)O ?
GLD-1 TGE inh: -7; Fam108B counter: -6; Efflux pump inh: -0.1; ZTA DNA inh: -19; Bcl-xL primary: -11; MCL1 BIM primary: -24; EBNA-1 inhibitor: -15; CR mimetic SO: 121; MEX-5 binding: 0.6

How did CCOCCCNCC(=O)NCC1CCCCC1 do in these assays?
GLD-1 TGE inh: 0; Fam108B counter: 0; Efflux pump inh: 0.1; ZTA DNA inh: -2; Bcl-xL primary: -2; MCL1 BIM primary: -2; EBNA-1 inhibitor: 13; CR mimetic SO: 99; MEX-5 binding: -4.6

What do the screens show for `Cc1ccc(-c2cc(C(=O)Nc3nn[nH]n3)c3ccccc3n2)cc1`?
GLD-1 TGE inh: 4; Fam108B counter: -1; Efflux pump inh: 0.0; ZTA DNA inh: 0; Bcl-xL primary: 4; MCL1 BIM primary: 3; EBNA-1 inhibitor: 5; CR mimetic SO: 110; MEX-5 binding: 1.7

How did O=c1[nH][nH]c(C(F)(F)F)c1/C=N/N1CCOCC1 do in these assays?
GLD-1 TGE inh: 8; Fam108B counter: -2; Efflux pump inh: -0.1; ZTA DNA inh: -9; Bcl-xL primary: 1; MCL1 BIM primary: 2; EBNA-1 inhibitor: -3; CR mimetic SO: 95; MEX-5 binding: -1.6

Screening data from PubChem BioAssay.
